High-throughput results (PubChem BioAssay)
M. tuberculosis HTS – M. tuberculosis growth inhibition, HTS (AID 449762). hit rate 0.59% among 330,000. inhibition, % at 25 µM; hits with a dose series show IC50 in µM. M. tuberculosis H37Rv growth inhibition, 7H9 media; higher % means a stronger effect; in the data active = a potency from the dose series; inconclusive = inhibition above about 70% without an active follow-up result;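 note: bacterial growth assessed after seven days of incubation; strong numbers were not always called active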
H1N1 NS1A inhibition – H1N1 influenza NS1A inhibitors, functional cell based assay (AID 504329); inhibition, % at 12.5 µM, or IC50 in µM where a hit was titrated; hit rate 0.3% among 340,000; NS1A functional cell-based assay, percent inhibition; higher % means a stronger effect; in the data active = a potency from the dose series; inconclusive = inhibition above about 27% without an active follow-up result; note: strong numbers were not always called active
PhoP GFP inhibition – PhoP regulon inhibitors, Salmonella typhi PhoP promoter GFP reporter, confirmatory (AID 1850); Salmonella Typhi PhoP-promoter GFP reporter, fluorescence, 4 h; higher % means a stronger effect; inhibition, % at 50 µM, or IC50 in µM where a hit was titrated; hit rate 0.33% among 310,000; in the data active = a potency from the dose series; inconclusive = inhibition mostly from about 25% at the one dose, without a potency; inactive = the rest, 99 in 100 with inhibition below about 19%;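 note: 0% = induced wells with vehicle and 100% = uninduced wells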
inhibitors of VEEV – inhibitors of VEEV TC-83 cytopathic effect, confirmation, Vero cells (AID 588727); hit rate 0.13% among 350,000; inhibition, % at 20 µM, or IC50 in µM where a hit was titrated; Vero cells, VEEV TC-83 cytopathic effect inhibition; higher % means a stronger effect; in the data active = a potency from the dose series; inconclusive = inhibition mostly from about 14% at the one dose, without a potency; inactive = the rest, 99 in 100 with inhibition below about 12%; note: strong numbers were not always called active
M. tuberculosis – growth inhibition of non-replicating M. tuberculosis (AID 488890). hit rate 0.39% among 320,000. one-dose inhibition, % at 25 µM; IC50 in µM for titrated hits. Mycobacterium tuberculosis non-replicating, growth inhibition; higher % means a stronger effect; in the data active = a potency from the dose series; inconclusive = inhibition mostly from about 82% at the one dose, without a potency; inactive = the rest, 99 in 100 with inhibition below about 76%;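 note: plate controls were DMSO cells for no effect and high antibiotic wells for full effect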
inhibitors of VEEV 10K pilot screen – second read-out of inhibitors of VEEV, no call of its own (marks repeat the call); inhibition, %; measured here: 10K pilot screen inhibition
An asterisk follows results filed as active; i = inactive; ? = inconclusive; · = not tested or not shown.

SMILES | M. tuberculosis HTS | H1N1 NS1A inhibition | PhoP GFP inhibition | inhibitors of VEEV | M. tuberculosis | others
O=C(NCc1ccccc1)C(c1ccccc1)N(C(=O)c1csnn1)C1CC1 (stereo not drawn) | -1.8% | -2.2% | 2.0% | 0.3% | -8.2%
COc1cc(C(=O)NCCc2cn3ccc(C)cc3n2)cc(OC)c1OC | -5.8% | -13.5% | -3.3% | i | -13.7% | inhibitors of VEEV 10K pilot screen=0.2
CC(=O)c1ccc(N(CC(=O)NC2CCCCC2)C(=O)CNC(=O)c2ccco2)cc1 | -0.3% | 4.8% | 8.7% | 2.4% | -3.2%
O=C(Nc1ccccc1N1CCOCC1)C1CCN(S(=O)(=O)c2cccc(C(F)(F)F)c2)CC1 | -6.0% | 5.2% | -8.9% | 0.1% | 14.2%
COc1ccc(CN2CCC(n3nccc3NC(=O)CCOc3ccccc3)CC2)cc1C | -2.0% | -3.4% | -16.2% | 4.8% | 38.2%
COCCNC(=S)N1CCN(c2cccc(C)c2C)CC1 | 4.0% | 2.6% | -6.9% | 2.9% | 8.1%
CCCn1nc(C(=O)OCC(=O)c2ccccc2)c2ccccc2c1=O | -1.3% | 3.0% | 4.8% | 0.2% | -4.9%
Cc1ccccc1N1Cc2ccccc2C1 | 8.6% | 2.4% | -1.8% | 0.2% | 18.3%
Cc1ccc2c(c1C)-c1c(ccc(C)c1C)C(=O)C2=O | · | 13.2% | · | ? | ·
O=C(Cn1nnc(-c2ccccc2F)n1)NCc1ccco1 | 3.8% | -3.8% | 9.9% | 1.0% | -5.4%
Cc1ccc(S(=O)(=O)N2CCN(C(=O)[C@H](Cc3ccccc3)NC(=O)c3ccco3)CC2)cc1C | -7.4% | -10.4% | · | 6.4% | -3.1%
Cc1csc(SCC(=O)Nc2cc(C(C)(C)C)nn2-c2ccccc2)n1 | 10.4% | -2.1% | -9.0% | 6.8% | -5.0%
CCN1CCc2c(sc(NC(=O)c3cc4ccccc4cc3OC)c2C(N)=O)C1 | ? | -14.1% | -2.2% | i | ?
CCOC(=O)N1C(=O)NC(=O)C1c1ccc(Cl)cc1 (stereo not drawn) | · | -1.7% | · | 0.8% | ·
CCOC(=O)c1c(C)[nH]c(C)c1S(=O)(=O)N1CCN(c2ccc([N+](=O)[O-])cc2)CC1 | -1.4% | 25.7% | 2.6% | 1.6% | 9.6%
O=C1C2C3C=CC(CC3)C2C(=O)N1c1ccccc1 (stereo not drawn) | 0.7% | -4.3% | 2.0% | 0.5% | -12.1%
CN(C(=O)Cn1nnc2ccccc2c1=O)C1CCCCC1 | 1.8% | 2.3% | 1.2% | 1.1% | -10.5%
COc1ccccc1N1CC(C(=O)Nc2ccc(N3CCOCC3)cc2)CC1=O (stereo not drawn) | -12.3% | -5.6% | · | 4.3% | -15.3%
COc1cccc(N/N=C(\C#N)S(=O)(=O)C(C)(C)C)c1 | 9.1% | · | -0.2% | 3.6% | 2.6%
CCc1ccccc1OCC(=O)Nc1cccc(S(=O)(=O)NC2=NCCC2)c1 | -4.0% | -10.4% | · | i | 1.8%

The list goes on; it opens with the two that closed the last part.
SMILES | M. tuberculosis HTS | H1N1 NS1A inhibition | PhoP GFP inhibition | inhibitors of VEEV | M. tuberculosis | others
COc1cccc(N/N=C(\C#N)S(=O)(=O)C(C)(C)C)c1 | 9.1% | · | -0.2% | 3.6% | 2.6%
CCc1ccccc1OCC(=O)Nc1cccc(S(=O)(=O)NC2=NCCC2)c1 | -4.0% | -10.4% | · | i | 1.8%
COc1ccc(CNC(=O)CCCc2ccccc2)cc1 | -0.4% | -5.1% | 3.5% | 1.6% | ·
COc1ccc(C(=O)NCCc2ccccc2)cc1OC | 1.4% | -7.8% | -1.7% | 0.6% | -7.7%
CS(=O)(=O)N1N=C(c2cccs2)CC1c1ccccc1F (stereo not drawn) | -1.8% | -8.9% | 9.4% | 5.2% | 2.5%
O=C(COc1ccc(F)cc1F)Nc1cccnc1 | -0.7% | -10.6% | -7.3% | i | 40.4%
CC(=O)N(Cc1ccc(F)cc1)Cc1nc2ccccc2c(=O)[nH]1 | -5.7% | 7.6% | 1.2% | 3.4% | 31.3%
O=C(Nc1cccc(S(=O)(=O)N2CCCCC2)c1)C1CCC1 | 1.4% | 2.2% | 2.2% | 3.8% | 0.6%
CSCCC(NC(=O)/C(=C\c1ccc(Cl)cc1)NC(=O)c1ccccc1)C(=O)O (stereo not drawn) | -0.9% | -2.5% | 0.0% | 1.4% | -5.6%
O=C(c1ccc(S(=O)(=O)N2CCOCC2)cc1)N(c1ccccc1)C1C=CS(=O)(=O)C1 (stereo not drawn) | -4.7% | -10.7% | -10.1% | i | 10.7%
O=C(CN1CC(=O)Oc2ccccc21)OCC(=O)c1ccc(F)cc1 | -0.3% | ? | 1.8% | 1.7% | 41.5%
C=CCn1c(SCC(=O)Nc2ccccc2)nnc1-c1cccc(S(=O)(=O)N2CCOCC2)c1 | 0.9% | 4.2% | 1.3% | 2.3% | 14.7%
CCOC(=O)c1cn[nH]c1NC(=S)Nc1ccc(OC)cc1 | 0.2% | -19.1% | 10.3% | 4.1% | -11.7%
CCC(NC(=S)NCc1ccccc1)C(=O)O (stereo not drawn) | -16.1% | 6.3% | -2.8% | 1.3% | -9.1%
O=C(Nc1cnn(Cc2ccc(F)cc2)c1)c1cc(-c2cccs2)on1 | 2.4% | -3.2% | 1.7% | 1.7% | -8.3%
CCN(CC)CCCNC(=O)C1c2ccccc2C(=O)N(C)C1c1ccc(OC)cc1 (stereo not drawn) | -8.8% | 1.9% | 1.6% | 4.2% | -13.4%
COC(C/C=C/[C@@H](O)[C@H](C)OCc1ccccc1)OC | -0.2% | -6.1% | 2.8% | 0.3% | 16.6%
CCCCn1c(SCC(=O)NC(=O)Cc2ccccc2)nc2ccccc2c1=O | -12.0% | 5.8% | · | 0.1% | 6.6%
Cc1cc(C)nc(NS(=O)(=O)c2ccc(NC(=O)c3cccs3)cc2)n1 | 2.9% | 0.2% | 7.3% | i | 12.2%
Cc1cccc(CSc2ncnc3nc[nH]c23)c1 | -11.6% | -5.5% | 2.3% | 4.9% | ·
Cc1cc(C)n(-c2cc(C(=O)O)cc(C(=O)O)c2)n1 | -1.9% | -18.8% | 0.8% | 0.5% | -5.2%
O=C(Nc1ccccc1Oc1cccnc1)C1CCCN(C/C=C/c2ccccc2)C1 (stereo not drawn) | -2.5% | -0.1% | -0.1% | 3.5% | 36.7%

Sorted by count of non-hydrogen atoms (high to low): part of the list above
SMILES | M. tuberculosis HTS | H1N1 NS1A inhibition | PhoP GFP inhibition | inhibitors of VEEV | M. tuberculosis | others
CCN(CC)CCCNC(=O)C1c2ccccc2C(=O)N(C)C1c1ccc(OC)cc1 (stereo not drawn) | -8.8% | 1.9% | 1.6% | 4.2% | -13.4%
CSCCC(NC(=O)/C(=C\c1ccc(Cl)cc1)NC(=O)c1ccccc1)C(=O)O (stereo not drawn) | -0.9% | -2.5% | 0.0% | 1.4% | -5.6%
O=C(CN1CC(=O)Oc2ccccc21)OCC(=O)c1ccc(F)cc1 | -0.3% | ? | 1.8% | 1.7% | 41.5%
COC(C/C=C/[C@@H](O)[C@H](C)OCc1ccccc1)OC | -0.2% | -6.1% | 2.8% | 0.3% | 16.6%
Cc1cc(C)n(-c2cc(C(=O)O)cc(C(=O)O)c2)n1 | -1.9% | -18.8% | 0.8% | 0.5% | -5.2%

Later entries.
SMILES | M. tuberculosis HTS | H1N1 NS1A inhibition | PhoP GFP inhibition | inhibitors of VEEV | M. tuberculosis | others
CCC(C(=O)NC1CCCC1)N(C(=O)Cn1nnc(-c2cccs2)n1)c1cnc2ccccc2c1 (stereo not drawn) | -3.3% | -2.9% | -16.8% | 0.8% | -0.4%
CC1(C(=O)O)CCC(C(=O)NC2CCCCCC2)C1(C)C (stereo not drawn) | -9.9% | 3.3% | 4.3% | 2.9% | -18.0%
CC1Cc2ccccc2N1C(=O)CSc1ncc(-c2ccc(F)cc2)n1C (stereo not drawn) | 10.7% | 0.5% | -5.2% | 0.7% | 62.4% | inhibitors of VEEV 10K pilot screen=1.0
CCCOc1ccc(N2C(=O)CC(NCCCN3CCC(C(N)=O)CC3)C2=O)cc1 (stereo not drawn) | 9.4% | 3.3% | 3.7% | 0.4% | -2.5%
CCC1(CCC(C)C)C(=O)NC(=S)NC1=O | · | -1.9% | · | 0.2% | ·
CCOC(=O)c1cnc2ccc(C)cn2c1=O | -11.2% | 3.2% | 4.9% | 0.7% | -7.4%
O=C1CN=C(Nc2ccccc2Cl)N1Cc1ccc2c(c1)OCO2 | -5.5% | 10.2% | 0.1% | 6.0% | 11.2%
COc1cccc(NC(=O)C(NCC(C)(C)CN(C)C)c2ccccc2)c1 (stereo not drawn) | -0.9% | 17.8% | 2.5% | 0.0% | ·
COc1cccc(CNC(=O)CSCC(=O)Nc2ccc(C)cc2)c1 | 13.0% | -4.2% | 2.8% | 3.1% | 35.0%
OC(COc1ccccc1)Cn1cc(Br)cn1 (stereo not drawn) | 4.2% | -2.4% | 2.8% | i | 77.4%
CC(C)c1ccc(NC(=O)C2C3C=CC(CC3)C2C(=O)O)cc1 (stereo not drawn) | 8.5% | -22.7% | 4.4% | 0.8% | 74.2%
CCC(C)(C)NC(=O)C(c1ccc(O)cc1)N(C(=O)Cn1nnc2ccccc21)c1ccc(NC(C)=O)cc1 (stereo not drawn) | -5.8% | -4.9% | 4.8% | i | 10.0%
CCN(CC(=O)NC1CCS(=O)(=O)C1)C(=O)c1ccc(OC)c([N+](=O)[O-])c1 (stereo not drawn) | 0.2% | -6.9% | · | 5.3% | -19.8%
NC1=NC(=O)/C(=C/c2c(OS(=O)(=O)c3ccc(Cl)cc3)ccc3ccccc23)S1 | -3.4% | -4.6% | -1.5% | 0.1% | 9.8%
CC(=O)c1cn(Cc2ccccc2F)c2ccccc12 | · | -18.3% | · | i | ·
COc1ccccc1Nc1nc(-c2ccccc2)nc2ccccc12 | 7.6% | 3.0% | -3.5% | i | 68.4%
O=C(NCc1cccc(Cl)c1)c1cccc(OC2CCN(C(=O)C3CC3)CC2)c1 | 27.9% | -11.6% | -2.4% | 6.9% | 38.4%
CCc1ccc([C@@H]2CC=C(C(=O)O)[C@H](c3ccccc3F)N2S(=O)(=O)c2ccc(C)cc2)cc1 | 8.4% | 20.0% | -4.9% | 0.3% | 28.8% | inhibitors of VEEV 10K pilot screen=1.4
Cc1csc(NC(=O)CN(C)S(=O)(=O)c2cccc3cccnc23)n1 | -8.7% | -1.0% | -13.1% | 7.4% | -2.6%
CCn1nnnc1NCc1c(OC)ccc2ccccc12 | -12.7% | -0.4% | -1.7% | 1.1% | 3.8%
O=C(COC(=O)Cc1ccc(S(=O)(=O)N2CCOCC2)s1)Nc1ccccc1 | 4.8% | 0.4% | · | ? | 11.4%
COc1cccc(C(=O)NC2CCCc3ccccc32)c1OC (stereo not drawn) | 2.0% | 1.9% | -9.3% | i | 8.7%
COc1cc(OC)cc(C(=O)NC(=S)N(Cc2ccccc2)C(C)C)c1 | 0.3% | -13.6% | -6.6% | 3.7% | -1.3%
COc1ccc(C(=O)c2c3ccc(C(F)(F)F)cc3[n+]([O-])n2CCCN)cc1 | -8.7% | -1.0% | 1.5% | i | 16.4% | inhibitors of VEEV 10K pilot screen=1.5
COC(=O)CC1(c2ccccc2)C(=O)c2ccccc2C1=O | -9.8% | 23.1% | 12.0% | i | -6.5%
CC(=O)NC1(c2cccc(F)c2)CCN(CC(=O)NC2CCCCC2)CC1 | -0.5% | 1.6% | 3.2% | 0.1% | 4.4%
Cn1c(-n2c(CCCN3C(=O)c4ccccc4C3=O)nc3ccccc3c2=O)nc2ccccc21 | -6.5% | 1.9% | 12.1% | 4.0% | -4.5%
O=C(c1cc(COc2c(F)cccc2F)on1)N1CCN(C2CCCCC2)CC1 | 10.1% | -6.5% | 1.2% | 0.0% | -5.4%
CCN(CC(=O)Nc1ccccc1OC)C(=O)C1CCC1 | -3.9% | 3.1% | -5.4% | 0.1% | -11.3%
CCOc1ccccc1NC(=O)C1CCCN1C(=O)OCc1ccccc1 (stereo not drawn) | 4.9% | 0.6% | 10.5% | 1.3% | 12.2%
Cc1cc(NC(=O)C2CC=CCC2C(=O)O)no1 (stereo not drawn) | -4.3% | -7.9% | -3.6% | 1.2% | -8.0% | inhibitors of VEEV 10K pilot screen=1.9
COc1ccccc1OCC(=O)NNC(=O)c1cccs1 | -4.5% | -5.1% | -10.2% | 2.3% | 14.0%
Cc1ccc(CN(C)C(=O)c2cccc(S(=O)(=O)N3CCCC3)c2)o1 | -3.8% | -1.8% | · | 0.5% | -8.2%
O=C(CCS(=O)(=O)c1ccc(Br)cc1)N1CCN(c2ccccc2F)CC1 | 7.7% | -6.9% | 5.2% | i | 15.3%
